# Screens: PubChem, National Center for Advancing Translational Sciences (NCATS)
# S2 tox – Viability Counterscreen for Primary qHTS for Inhibitors of ATXN expression; S2 cells (HEK-293 line with an ATXN2-luciferase reporter) viability, CellTiter-Fluor protease fluorescence, 24 h; 400,000 tested, 0.49% active; Potency, µM (series often up to 56.7 µM), hits mostly cytotoxic; note: nearly all actives have a fitted effect of over 40% in size
# Nrf2 ARE act – qHTS of Nrf2 Activators | AREc32 ARE-luciferase reporter (MCF7-derived line), luminescence, 24 h | AID 624171, 2012 | 410,000 tested, 0.31% active | Potency, µM (top dose mostly 46.1 µM), for the others: at the top dose activation, most hits filed as activators; note: % of control where 0% means no effect; nearly all actives have a fitted effect of over 65% in size
#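 ARE-driven firefly luciferase activity in AREc32 cells measured after a 24 hr compound exposure at 37 deg C, using Steady-Glo reagent and a 30 min room-temperature hold.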
# Nrf2 inh – Nrf2 qHTS screen for inhibitors | A549 ARE-Fluc reporter, luciferase luminescence, 18-24 h | Potency, µM (series often up to 46 µM), for inactives: top-dose activity change, negative = inhibition, usual class: inhibitors | 360,000 tested, 2.1% active; note: % is set by controls: 0 for no effect and ±100 for the full control effect; nearly all actives have a fitted effect of over 60% in size
#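 Two sequential reads on A549 ARE_Fluc cells exposed to compound for 18-24 h: a CellTiter-Fluor fluorescence read for viability, then a luciferase luminescence read for Nrf2/ARE activity.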
# EPAC2 antagonist – qHTS for Antagonist of cAMP-regulated guanine nucleotide exchange factor 2 (EPAC2): primary screen. Potency, µM (top dose mostly 114 µM), inactives show at the top dose activity, negative = inhibition, actives largely listed as inhibitors. Rap guanine nucleotide exchange factor 4 (Homo sapiens), Q8WZA2. 360,000 tested, 0.18% active. EPAC2 GEF exchange of Rap1B-BODIPY-GDP, fluorescence; note: % is set by controls: 0 for no effect and ±100 for the full control effect; nearly all actives have a fitted effect of over 45% in size; many of its hits are not listed in these tables
# Target sequence (Q8WZA2 whole entry, looked up): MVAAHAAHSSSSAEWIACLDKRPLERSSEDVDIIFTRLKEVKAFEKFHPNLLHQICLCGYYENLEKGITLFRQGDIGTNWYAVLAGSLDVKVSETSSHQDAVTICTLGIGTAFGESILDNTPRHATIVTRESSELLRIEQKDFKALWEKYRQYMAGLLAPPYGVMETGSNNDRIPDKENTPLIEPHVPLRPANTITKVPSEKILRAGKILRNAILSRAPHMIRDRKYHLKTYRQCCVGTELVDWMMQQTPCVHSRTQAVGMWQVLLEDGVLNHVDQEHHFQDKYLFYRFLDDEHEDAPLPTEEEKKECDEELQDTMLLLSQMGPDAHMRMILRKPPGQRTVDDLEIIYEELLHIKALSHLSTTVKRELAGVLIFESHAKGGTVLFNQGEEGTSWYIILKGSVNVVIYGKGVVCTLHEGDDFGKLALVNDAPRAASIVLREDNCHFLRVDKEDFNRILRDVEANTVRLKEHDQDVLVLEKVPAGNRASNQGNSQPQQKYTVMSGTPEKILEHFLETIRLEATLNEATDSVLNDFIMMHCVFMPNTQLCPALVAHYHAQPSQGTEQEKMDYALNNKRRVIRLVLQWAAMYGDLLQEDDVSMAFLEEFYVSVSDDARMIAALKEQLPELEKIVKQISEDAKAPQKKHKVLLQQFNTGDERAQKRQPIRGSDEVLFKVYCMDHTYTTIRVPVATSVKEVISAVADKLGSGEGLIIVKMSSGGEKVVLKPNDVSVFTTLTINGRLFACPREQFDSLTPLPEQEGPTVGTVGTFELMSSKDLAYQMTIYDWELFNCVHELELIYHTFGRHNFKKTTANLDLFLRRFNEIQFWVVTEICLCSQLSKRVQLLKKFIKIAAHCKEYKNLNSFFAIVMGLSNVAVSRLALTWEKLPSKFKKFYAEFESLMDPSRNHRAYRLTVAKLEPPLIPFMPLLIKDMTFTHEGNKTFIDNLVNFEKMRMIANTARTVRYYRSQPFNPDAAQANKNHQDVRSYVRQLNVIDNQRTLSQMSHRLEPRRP
# MCF10A rerep – A quantitative high throughput screen for small molecules that induce DNA re-replication in MCF 10a normal breast cells | MCF 10A DNA re-replication, Hoechst nuclear intensity, 48 h | Potency, µM (titrated, usually from 46.1 µM), for the others: top-dose activity, positive = re-replication, actives largely listed as activators | 350,000 tested, 2.9% active; note: % of control where 0% means no effect; nearly all actives have a fitted effect of over 50% in size
# HepG2 tox – qHTS for Inhibitors of TGF-b: Cytotox Counterscreen | AID 588856, 2011 | HepG2 CAGA-GFP viability, ATP luminescence, 18 h | 410,000 tested, 0.76% active | Potency, µM (doses to about 46.1 µM), for inactives: at the highest dose activity change, negative = cytotoxicity, actives largely listed as cytotoxic; note: some results filed as inactive show a strong effect at the top dose
#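 CellTiter-Glo luminescence gave cytotoxicity after 18 hours at 37 degrees C. The cells were HepG2 CAGA-GFP in 1% FBS DMEM, stimulated with 500 pg/mL TGF-beta after compound addition. %Activity was normalised to no-cell wells (complete cell-killing) and DMSO (no toxicity), and curves were fitted and classified.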
# ATXN2 expr inh – Primary qHTS for Inhibitors of ATXN expression. HEK-293 ATXN2-luciferase reporter, luminescence, 24 h. Potency, µM (series often up to 57 µM), without a hit: at the highest dose activity change, negative = inhibition, actives largely listed as inhibitors. 360,000 tested, 0.72% active. AID 1745845, 2022; note: % is set by controls: 0 for no effect and ±100 for the full control effect; nearly all actives have a fitted effect of over 55% in size
#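 qHTS (up to 57 uM final) was run with 24 h compound exposure of reporter cells at 37 °C. Each well was multiplexed: SteadyGlo luminescence measured ATXN2-luciferase expression after a fluorogenic Gly-Phe-AFC viability readout (25 uM final).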
# A549 viability – Nrf2 qHTS screen for inhibitors: counterscreen for cytotoxicity; A549 ARE-Fluc cells, CellTiter-Fluor viability, 18-24 h; Potency, µM (top dose mostly 46 µM), without a hit: at the highest dose activity change, negative = cytotoxicity, most hits filed as inhibitors; 390,000 tested, 0.16% active; AID 504648, 2011; note: % is set by controls: 0 for no effect and ±100 for the full control effect
#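 A549 ARE-Fluc cells in 5% FBS OPTI-MEM, 5000 cells/well, rested 2 h then exposed to compounds in concentration-response for 18-24 h at 37 °C. Viability by CellTiter-Fluor fluorescence (Ex 405/Em 525) after 30 min; luciferase luminescence (BugLite, 15 min, RT) read afterwards.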
# TGFb inhibitor – qHTS for Inhibitors of TGF-b | 410,000 tested, 1.2% active | HepG2 CAGA-GFP TGF-b/SMAD3 reporter, GFP fluorescence, 18 h; TGF-beta stimulated, 500 pg/mL final | Potency, µM (doses to about 46.1 µM), for inactives: top-dose activity, negative = inhibition, usual class: inhibitors; note: % is set by controls: 0 for no effect and ±100 for the full control effect; nearly all actives have a fitted effect of over 65% in size
#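 Inhibition of TGF-beta-driven CAGA-GFP reporter expression in HEPG2 cells is measured by cellular GFP fluorescence after 18 h stimulation with 500 pg/mL recombinant TGF-beta in 1% FBS medium at 37 degrees C.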
# * hit, by the source's call; i = inactive; ? = inconclusive; . = no result given; & = joins results of further samples; [ ] = remark or other dose. Calls come from the whole dose curve; as a rule, active = well fitted curve in the direction sought with a large enough effect; inconclusive = small, poorly fitted or top-dose-only effect, or another doubt; inactive = no such curve, though single readings can be large; an effect the other way counts as inactive or inconclusive. Potency is the fitted concentration of half-maximal effect. The list is partial; rates above refer to the full screens.
SMILES,S2 tox,Nrf2 ARE act,Nrf2 inh,EPAC2 antagonist,MCF10A rerep,HepG2 tox,ATXN2 expr inh,A549 viability,TGFb inhibitor
CC(=O)c1ccc(N2CCN(c3ccc4cc(S(=O)(=O)N5CCC(C)CC5)ccc4n3)CC2)cc1,i,-0.6%&-0.8%,?,29%,?,8%&3%,5%&10%,4%&-15%,-5%&-18%
CSCC[C@H](CO)NC(=O)[C@H]1O[C@@H](n2cnc3c(N)ncnc32)[C@H](O)[C@@H]1O,?,0.4%,.,21%,.,6%,5%,.,6%
CC1CC(NC(=O)C2(C)CC2(Cl)Cl)CC(C)(C)C1 (configuration not stated),i,-0.1%,.,7%,-2%,-1%,1%,-1%,-4%
COCCn1c(=NC(=O)c2ccco2)sc2cc(C(=O)OC)ccc21,?,14%,12%,11%,1%,3%,3%,1%,?
CC(=O)Nc1ccc(NS(=O)(=O)c2ccc(C)cc2)cc1[N+](=O)[O-],i,1.8%,3%,3%,-20%,-25%,-17%,-7%,0%
Cc1csc(NC(=O)C2CCN(C(=O)c3ccccc3C)CC2)n1,.,0.5%,10%,22%,1%,10%,.,-1%,-1%
CC1=CCC2C(=O)N(c3ccc(C)cc3)C(=O)C2C1 (configuration not stated),i,-0.4%,-1%,15%,21%,1%,6%,1%,-2%
CC(NC(=O)c1cccs1)c1ccc(Br)cc1 (configuration not stated),i,-0.9%,?,0%,3%,12%,-8%,7%,-14%
CCOC(=O)C(=O)Nc1nnc(COc2ccccc2)s1,i,-1.0%,9%,0%,0%,3%,3%[11.3 µM],0%,10%
N/C(=N\OC(=O)COc1ccc(Br)cc1)c1cccnc1,i,0.2%,21%,-1%,-2%,-34%,35%,9%,-17%
COc1ccc(C2c3ccc(O)cc3Oc3ncn4nc(-c5cccnc5)nc4c32)cc1OC (configuration not stated),?,0.2%,?,-15%,0%,-14%,23%,1%,?
CCO[C@H]1OC(C(=O)N2CCOCC2)=C[C@@H](c2ccc3c(c2)OCO3)[C@@H]1CCCO,i,-1.2%,4%,6%,30%,-2%,8%,-12%,4%
Cc1nn(C)c(=S)[nH]c1=S,i,-0.8%,-9%,-17%,3%,-3%,0%,-2%,0%
COc1ccc(NC(=O)CSCC(=O)Nc2ccccc2N2CCCC2)cc1,i,-0.5%,4%,-3%,3%,-6%,-1%,1%,?
CC(C)CNC(=O)C(=O)NN=C1CCCCCC1,i,-0.5%,14%,6%,-42%[inhibitor],5%,1%,1%,-3%
CN=C1SC(CC(=O)Nc2ccc(F)cc2F)C(=O)N1/N=C/c1ccc(OC(F)F)c(OC)c1 (configuration not stated),?,2.6%,-27%,-7%,4.6µM*,-28%,?,4%,-19%
O=C(C[C@@H]1C/C=C\CC[C@H](Cc2ccc(F)cc2)C(=O)OC[C@@H]2CCCN2C1=O)N[C@H](CO)Cc1ccccc1,?,5.2%,?,-3%,?,-31%,?,-16%,17%
COc1ccc(/C=N/n2c(C)nc3sc(C)c(C)c3c2=O)cc1OC,i,0.1%,-9%,3%,-1%,-9%,-5%,9%,-1%
CC(C)c1ccc(C(=O)NNC(=O)C2CC=CCC2C(=O)O)cc1 (configuration not stated),i,6.8%,?,12%,0%,5%,9%,1%,11%
CS(=O)(=O)Nc1cccc(-c2cc(NC=O)c3ncc(-c4ccc(F)cc4)n3c2)c1,?,0.1%,.,10%,.,7%,?,.,?
COc1ccccc1NC(=O)C1CCCN1S(=O)(=O)c1ccc(Cl)cc1 (configuration not stated),i,-0.4%,-26%,-8%,18µM*,-7%,-19%,-17%,2%
CCOc1ccc(NC(=O)Cn2cc(C(=O)c3ccc(F)cc3)c(=O)c3cc4c(cc32)OCO4)cc1,.,2.5%,9%,.,.,-3%,.,2%,-19%
Cc1cc(C)n(-c2ccc(C(=O)Nc3ccc(C)c(S(=O)(=O)N4CCOCC4)c3)cc2)n1,.,0.4%,?,3%,12%,-14%,?,?,?
COc1ccc(Nc2cc(C(=O)NCCCN3CCOCC3)c3ccccc3n2)c(OC)c1,?,-0.5%,-3%,3%,1%,-2%,2%,-1%,0%
CCOc1ccc(C(=S)N2CCCC2)cc1,i,0.3%,6%,10%,1%,0%,-9%,0%,-7%
CC1(C)Cc2c(c(N3CCOCC3)nc3snc(NC(=O)c4ccccc4)c23)CO1,i,0.4%,-17%,17%,1%,-4%,7%,-3%,0%
CCCN(C(=S)Nc1ccccc1)C1CCS(=O)(=O)C1 (configuration not stated),i,-0.5%,7%,18%,1%,-1%,2%,-2%,?
O=C(COC(=O)CCSc1ccc(F)cc1)NCc1ccc(F)cc1,i,2.2%,5%,0%,-14%,-35%,-19%,2%,?
Cc1cccc(CSc2nc3c(sc4ccccc43)c(=O)n2CCC(=O)NC(C)C)c1,.,0.4%,?,.,.,-9%,.,1%,-9%
O=C(O)c1cc(NCc2ccc(F)cc2)ccc1N1CCOCC1,i,-0.6%,7%,9%,2%,-2%,-8%,-3%,-4%
CCc1cc2c(NC(Cc3ccccc3)C(=O)O)ncnc2s1 (configuration not stated),i,-0.4%,-5%,-8%,-1%,6%,5%,9%,-5%
c1cc2nncn2nc1N1CCCC1,i,2.5%,-23%,2%,-1%,-4%,-1%,6%,-7%
CCC(C)NC(=O)c1ccc(N2CC3CC(C2)c2cccc(=O)n2C3)c(NC(=O)c2c(F)cccc2F)c1 (configuration not stated),?,-0.1%,.,0%,.,-17%,.,.,-9%
CC(C)NC(=O)Nc1cccc2c1O[C@H](CN(C)S(=O)(=O)c1ccccc1)[C@@H](C)CN([C@H](C)CO)C2=O,?,-0.3%,2%,3%,?,9%,5%,-2%,6%
CC(C)CCNC(=O)Cn1c(SCc2cccc(F)c2)nc2ccncc21,.,.,18%,.,.,-7%,.,0%,-2%
COc1ccc(S(=O)(=O)NCc2cc(=O)n(C)c(=O)n2C)cc1C,i,-0.2%,2%,-4%,-1%,-2%,8%,0%,2%
COc1ccc(-c2[nH]ncc2CN(C)CCc2c(C)n[nH]c2C)c(F)c1,i,-0.7%,?,1%,17%,2%,-10%,4%,1%
Cc1ccc(S(=O)(=O)NNC(=O)CC#N)cc1,i,3.4%,?,-2%,14%,-8%,4%,3%,-12%
NS(=O)(=O)c1cccc(NC(=O)COC(=O)Cc2ccc(S(=O)(=O)N3CCOCC3)s2)c1,i,-0.2%,-4%,-3%,-2%,-4%,-3%,6%,-1%
O=C(NCc1cccs1)c1cccc2c(-c3cccnc3)coc12,i,7.2%,.,-11%,.,1%,4%,.,0%
Nc1ccc2c(c1)CC(=O)c1ccccc1S2,i,8.1%,3%,11%,-1%,-4%,2%,-5%,7%
CCC(=O)N1CCc2cc(S(=O)(=O)CCC(=O)NC(C)CC)ccc21 (configuration not stated),i,-0.2%,-3%,-2%,0%,7%,1%,1%,-3%
O=C(Nc1ccccn1)C(F)(F)C(F)(F)C(F)(F)C(F)(F)C(=O)Nc1ccccn1,i,0.1%,10%,-10%,5%,0%,2%,-6%,-5%
CC(Oc1ccccc1)c1ccnc2nc(/N=C/N(C)C)nn12 (configuration not stated),i,0.5%,.,-1%,-5%,2%,-18%,3%,6%
CCOC1OC2C(CO)OC(n3cnc4c(N)ncnc43)C2O1 (configuration not stated),i,0.0%,12%,20%,1%,0%,1%,-3%,11%
NC(=O)CS(=O)(=O)c1ccc(Cl)cc1,i,-0.3%,9%,2%,-18%,3%,5%,-3%,0%

# Exported with two lines to a compound: part of the list above
# The line under a structure holds: S2 tox, Nrf2 ARE act, Nrf2 inh, EPAC2 antagonist, MCF10A rerep, HepG2 tox, ATXN2 expr inh, A549 viability, TGFb inhibitor
COc1ccc(-c2[nH]ncc2CN(C)CCc2c(C)n[nH]c2C)c(F)c1
  i, -0.7%, ?, 1%, 17%, 2%, -10%, 4%, 1%
Cc1ccc(S(=O)(=O)NNC(=O)CC#N)cc1
  i, 3.4%, ?, -2%, 14%, -8%, 4%, 3%, -12%
NS(=O)(=O)c1cccc(NC(=O)COC(=O)Cc2ccc(S(=O)(=O)N3CCOCC3)s2)c1
  i, -0.2%, -4%, -3%, -2%, -4%, -3%, 6%, -1%
O=C(NCc1cccs1)c1cccc2c(-c3cccnc3)coc12
  i, 7.2%, ., -11%, ., 1%, 4%, ., 0%
Nc1ccc2c(c1)CC(=O)c1ccccc1S2
  i, 8.1%, 3%, 11%, -1%, -4%, 2%, -5%, 7%
CCC(=O)N1CCc2cc(S(=O)(=O)CCC(=O)NC(C)CC)ccc21 (configuration not stated)
  i, -0.2%, -3%, -2%, 0%, 7%, 1%, 1%, -3%
O=C(Nc1ccccn1)C(F)(F)C(F)(F)C(F)(F)C(F)(F)C(=O)Nc1ccccn1
  i, 0.1%, 10%, -10%, 5%, 0%, 2%, -6%, -5%
CC(Oc1ccccc1)c1ccnc2nc(/N=C/N(C)C)nn12 (configuration not stated)
  i, 0.5%, ., -1%, -5%, 2%, -18%, 3%, 6%
CCOC1OC2C(CO)OC(n3cnc4c(N)ncnc43)C2O1 (configuration not stated)
  i, 0.0%, 12%, 20%, 1%, 0%, 1%, -3%, 11%
NC(=O)CS(=O)(=O)c1ccc(Cl)cc1
  i, -0.3%, 9%, 2%, -18%, 3%, 5%, -3%, 0%
